RNase H inhibition – RNase H inhibition, HIV 1 Gag Pol polyprotein, FRET biochemical assay, screening (AID 372) | HIV-1 RT RNase H, FRET RNA/DNA substrate fluorescence; higher % means a stronger effect | inhibition, % at 10 µM, or IC50 in µM where a hit was titrated | 0.77% of 100,000 active; in the data active means inhibition above about 50%
* hit, by the source's call. Not all compounds are listed, so the mix of outcomes need not match the whole.

structure | RNase H inhibition
O=C(COc1ccccc1Br)NCc1ccco1 | 15%
Nc1sc2c(c1C(=O)Nc1cccc3ccccc13)CCC2 | 27%
CCOc1ccc(-c2csc(/C(C#N)=C/c3cccc(Cl)c3)n2)cc1 | 8%
COc1ccc(C2Nc3ccccc3C(=O)N2Cc2ccco2)cc1OC (centres undefined) | 8%
Cc1cccc(C)c1NC(=O)CCCOc1ccccc1 | 0%
O=C(N/N=C/c1ccccc1)c1ccccc1O | 11%
COC(=O)c1cc(NC(=O)/C=C/c2ccc(Cl)cc2Cl)cc(C(=O)OC)c1 | 5%
COc1ccccc1/C=C/C=N/NC(=O)CSc1nc2ccccc2n1C | 15%
Cc1cc(=O)[nH]c(SCCOc2ccc(Cl)cc2)n1 | 3%
COc1cc2ccccc2cc1C(=O)Nc1ccc2nn(-c3ccccc3)nc2c1 | 16%
Oc1c(Cl)cc(Cl)cc1/C=N/n1cnnc1 | 2%
Cc1ccc2nc(-c3ccc(NC(=O)c4sc5ccccc5c4Cl)cc3)sc2c1 | 11%
CCc1c(C)sc(NC(=O)c2cc(-c3ccc(Cl)cc3)nc3ccccc23)c1C(=O)OC | 1%
CC1=C(C(=O)OCc2ccccc2)C(c2cccc(Cl)c2Cl)C2=C(CC(C)(C)CC2=O)N1 (centres undefined) | 15%
COc1ccc(C(=O)NN/C(C)=C\C(=O)c2ccccc2)cc1 | 12%
COc1ccc(CCNC(=O)C2CC(=O)N(c3ccc(F)cc3)C2)cc1OC (centres undefined) | 10%
CC(=O)N1c2ccccc2NC2=C(C(=O)CC(c3ccccc3)C2)C1c1cccnc1 (centres undefined) | 7%
Clc1ccc(N2CCN(C3CCC(c4ccccc4)CC3)CC2)cc1 (centres undefined) | 0%
CS(=O)(=O)N(CC(=O)N1CCC(Cc2ccccc2)CC1)c1cccc(Cl)c1 | 22%
COc1ccc(/C=C2/SC(=O)N(CC(=O)Nc3ccc(C)c(C)c3)C2=O)cc1OC | 22%
CN1C(=O)NC(=O)/C(=C/c2ccc(-c3cccc(Cl)c3)o2)C1=O | 25%
CCN(CC)CCCOc1ccc(Cl)cc1C | 0%
Cc1ccc(C(=O)NC(=S)Nc2c(C)cc(Br)cc2C)cc1C | 2%
CCOC(=O)C1=C(C)N=c2s/c(=C\c3ccc(-c4ccc(OC)cc4[N+](=O)[O-])o3)c(=O)n2C1c1ccc(SC)cc1 (centres undefined) | 52%*
Cc1ccc(NC(=O)C2C3CCCC2C3c2ccccc2)cc1C (centres undefined) | 2%
Cc1ccc(S(=O)(=O)c2ccccc2)cc1S(=O)(=O)N1CCCCC1 | 13%
CC1(C)CC(NC(=O)CC#N)CC(C)(C)N1 | 5%
CCOC(=O)c1ccc2c(c1)C(=O)N(c1ccc(C)cc1)C2=O | 0%
COc1ccc(C2CC(=O)C3=C(C2)Nc2ccccc2NC3c2ccc(F)c(Br)c2)cc1 (centres undefined) | 6%
CCCCOP(=O)(CC(=O)OC)CC(=O)OC | 15%
COc1ccc(/C=N/NC(=O)c2ccc(N3CCCC3=O)cc2)cc1 | 0%
COC(=O)c1ccccc1NC(=O)c1cc(-c2ccc(OC)cc2OC)nc2ccccc12 | 7%
CC1=C(C#N)C(c2ccc(OCc3ccccc3)cc2)C2=C(CC(c3ccc(Cl)cc3)CC2=O)N1 (centres undefined) | 16%
O=C(Nc1ccc(Cl)cc1)C1c2ccccc2Oc2ccccc21 | 16%
CCOc1ccc(-n2c(-c3ccccc3)nc3c(cnn3-c3ccccc3)c2=O)cc1 | 18%
O=C(Nc1cccc2ccccc12)/C(=C/c1ccccc1)c1ccccc1 | 28%
COc1ccc(N(CC(=O)NCCc2ccccc2)S(=O)(=O)c2ccc(C)cc2)cc1OC | 20%
O=C1NC(=O)N(c2cccc(Br)c2)C(=O)/C1=C/C=C/c1ccccc1 | 2%
Cc1cc(C)c2oc(-c3ccc(NC(=S)NC(=O)c4ccc(C)c(C)c4)cc3)nc2c1 | 14%
CCN(Cc1ccccc1)C(=O)c1cccc(C)c1 | 4%
COc1cc(/C=C2/C(=O)NN(c3ccc(I)cc3)C2=O)cc(Cl)c1O | 19%
Cc1ccccc1Cn1c(NC(=O)c2ccc(Cl)cc2)nc2ccccc21 | 21%
N/C(=N\N=C\c1ccccc1Cl)c1nonc1N | 11%
C#CCn1cc(/C=C(/C#N)C(=O)Nc2cccc(Br)c2)c2ccccc21 | 17%
C/C(=N\OCC(=O)N=Nc1c(O)n(CN2CCN(C)CC2)c2ccccc12)c1ccccc1 | 16%
O=C(COc1ccc2ccccc2c1)NNC(=O)c1ccc(Cl)cc1 | 13%
COc1ccc(Nc2nc(NNc3cccc(C(F)(F)F)c3)nc(C)c2[N+](=O)[O-])cc1 | 21%
CCc1c(C)nc2ccc(C(=O)O)cc2c1Cl | 0%
CC1C(c2ccccc2)N(C)C(c2ccccc2)CC1(O)c1ccccc1 (centres undefined) | 10%
O=C(Nc1ccc2c(c1)OCCO2)c1ccc(Br)o1 | 0%

(continued)
| mol | RNase H inhibition |
| --- | --- |
| O=C(Nc1ccc(NC(=S)NC(=O)c2cccs2)cc1)c1ccccc1 | 6% |
| CSc1ccc(Cl)c(C(=O)Nc2ccc(Cl)cn2)c1 | 6% |
| NNS(=O)(=O)c1ccc2c(c1)Cc1cc(S(=O)(=O)NN)ccc1-2 | 2% |
| CCOC(=O)C1CCCCN1CC1=CC[C@H]2C[C@@H]1C2(C)C (some centres undefined) | 8% |
| CCOC(=O)c1ccc2c(c1)C1C=CCC1C(c1ccc(Br)cc1)N2 (centres undefined) | 31% |
| Cc1ccc(S(=O)(=O)Nc2ccc(S(=O)(=O)NC(=O)C3CCCCC3)cc2)cc1 | 5% |
| Cc1ccc(C(=O)NCCc2ccccc2)cc1 | 0% |
| O=C(Nc1cccc(Cl)c1Cl)c1ccc(CN2CCOCC2)cc1 | 19% |
| COc1ccc(OC)c(COc2ccc(-c3nc4sc5c(c4c(=O)[nH]3)CCCC5)cc2)c1 | 12% |
| CN(C)Cc1c(O)ccc2c(=O)c(Oc3ccccc3F)c(C(F)(F)F)oc12 | 0% |
| COc1ccccc1N1CCN(/N=C\c2ccccc2C(F)(F)F)CC1 | 6% |
| CCOc1ccccc1NC(=O)CN(c1ccc(Oc2ccccc2)cc1)S(C)(=O)=O | 23% |
| O=C(c1ccc(Br)o1)N1CCc2ccccc21 | 16% |
| CC(=O)Nc1ccccc1NC(=O)c1cccc([N+](=O)[O-])c1C | 38% |
| COc1ccccc1N1CCN(C(=O)c2nn3c(c2Cl)NC(c2ccc(Br)cc2)CC3C(F)(F)F)CC1 (centres undefined) | 0% |
| NC(=O)C1CCN(C2CC(=O)NC2=O)CC1 (centres undefined) | 9% |
| O=S(=O)(Nc1ccc(N2CCOCC2)cc1)c1ccc(Cl)cc1 | 8% |
| CCOc1ccc(/C=C2\N=C(c3cccc(I)c3)OC2=O)cc1OC | 14% |
| COc1cc(C=O)ccc1OCCOc1ccccc1OC(C)C | 8% |
| C=C1CC2C(CCC3(C)C2CCC3(O)C(C)=O)C2(C)CCC(=O)C=C12 (centres undefined) | 3% |
| O=S(=O)(Nc1ccc(I)cc1)c1ccc2nsnc2c1 | 4% |
| Clc1ccccc1COc1cccc(/C=N/Nc2nc(N3CCOCC3)nc(N3CCOCC3)n2)c1 | 17% |
| CN1CCN(S(=O)(=O)c2ccc(C(C)(C)C)cc2)CC1 | 6% |
| COc1ccc(N(CC(=O)Nc2ccccc2Cl)S(C)(=O)=O)c(OC)c1 | 0% |
| CCC(C(=O)N1c2ccccc2C(C)=CC1(C)C)c1ccccc1 (centres undefined) | 50%* |
| Cc1ccc(O)c(/C=N/NC(=O)COc2ccc(Cl)cc2Br)c1 | 8% |
| N=c1c2c3c(sc2ncn1CCCn1ccnc1)CCCCC3 | 3% |
| COC(=O)c1c(-c2ccc(Cl)cc2)csc1N | 9% |
| CN1C(=O)/C(=C\c2cc([N+](=O)[O-])cc(Br)c2O)SC1=S | 14% |
| O=C(Nc1ccc(Cl)cc1)c1cccc(C(=O)Nc2ccc(Cl)cc2)c1 | 0% |
| O=C(/C=C/c1ccc(Cl)cc1)NC(=S)Nc1ccc(F)cc1 | 18% |
| CCCCCc1ccc(-c2ccc(-c3noc(-c4ccc(CCCC)cc4)n3)cc2)cc1 | 12% |
| COc1ccc(C(=O)NNC(N)=S)cc1 | 0% |
| O=C(NCc1ccccc1)c1cc2nc(-c3cccs3)cc(C(F)(F)F)n2n1 | 5% |
| O=C(N/N=C/c1ccco1)c1sc2ccccc2c1Cl | 10% |
| COc1ccc(N(CCC#N)S(=O)(=O)c2cccc3nsnc23)cc1 | 0% |
| O=C1CS/C(=N/N=C/c2c3ccccc3cc3ccccc23)N1 | 1% |
| O=C(N/N=C/c1cc([N+](=O)[O-])ccc1O)c1cccc(I)c1 | 7% |
| CCOC(=O)c1c(N(C(C)=O)C(C)=O)sc(=S)n1-c1ccccc1 | 0% |
| COc1ccc(CN2CCC(C(=O)NCc3ccccc3Cl)CC2)cc1OC | 43% |
| CCOc1ccc(C(=O)Nc2ccc(C(C)C)cc2)cc1 | 0% |
| NC(=O)NC(c1ccccc1)c1ccccc1Cl (centres undefined) | 1% |
| C=CCOc1ccc(C=C2C(=O)N(C)C(=S)N(C)C2=O)cc1OC | 0% |
| Cc1sc2nc(SCCCC(=O)NCCO)[nH]c(=O)c2c1C | 5% |
| COC(=O)N/N=C\c1ccc(-c2ccc([N+](=O)[O-])cc2Cl)o1 | 21% |

Gathered by group, the entries above containing a CF3 group (five)
| mol | RNase H inhibition |
| --- | --- |
| COc1ccc(Nc2nc(NNc3cccc(C(F)(F)F)c3)nc(C)c2[N+](=O)[O-])cc1 | 21% |
| CN(C)Cc1c(O)ccc2c(=O)c(Oc3ccccc3F)c(C(F)(F)F)oc12 | 0% |
| COc1ccccc1N1CCN(/N=C\c2ccccc2C(F)(F)F)CC1 | 6% |
| COc1ccccc1N1CCN(C(=O)c2nn3c(c2Cl)NC(c2ccc(Br)cc2)CC3C(F)(F)F)CC1 (centres undefined) | 0% |
| O=C(NCc1ccccc1)c1cc2nc(-c3cccs3)cc(C(F)(F)F)n2n1 | 5% |

Remaining list, next part.
| mol | RNase H inhibition |
| --- | --- |
| Cc1nn(CC(=O)c2ccc(Cl)cc2Cl)c(C)[n+]1N | 6% |
| COc1cccc(CNCc2ccc(F)cc2)c1OC | 6% |
| Cc1ccc(C(=O)Nc2ccc(C)cc2Br)cc1 | 2% |
| OCn1c2ccc(Cl)cc2c2cc(Cl)ccc21 | 15% |
| C=CCOC(=O)C1=C(C)NC(C)=C(C(=O)OCC=C)C1c1ccc(O)c(OCC)c1 | 16% |
| CC1=C(C(=O)OCCCc2ccccc2)C(c2ccc(Cl)c(Cl)c2)CC(=O)N1 (centres undefined) | 4% |
| COc1ccccc1C(=O)Nc1nnc(-c2ccccc2)s1 | 13% |
| C=CCc1ccc(OCCCOc2ccc(C=O)cc2)c(OC)c1 | 29% |
| Cc1cc(I)ccc1NC(=O)c1cccc(F)c1 | 7% |
| CCc1ccc(C2C(C(=O)OCCOC)=C(C)NC3=C2C(=O)CCC3)cc1 (centres undefined) | 6% |
| Cc1cc(C)c(O)c(N=Cc2cc([N+](=O)[O-])cc(Br)c2O)c1 | 0% |
| CC(=O)N1c2ccccc2-c2c(ssc2=S)C1(C)C | 10% |
| O=c1oc(-c2cccs2)cc(-c2ccccc2)c1-c1ccccc1 | 0% |
| Cc1c(Cl)cccc1NC(=S)NC(=O)c1ccc(F)cc1 | 6% |
| COc1cc2ccccc2cc1C(=O)Nc1cccc(-c2cc3ccccc3oc2=O)c1 | 8% |

3 of these compounds in another layout:
SMILES: CCc1ccc(C2C(C(=O)OCCOC)=C(C)NC3=C2C(=O)CCC3)cc1 (centres undefined)
  RNase H inhibition: 6%
SMILES: Cc1cc(C)c(O)c(N=Cc2cc([N+](=O)[O-])cc(Br)c2O)c1
  RNase H inhibition: 0%
SMILES: CC(=O)N1c2ccccc2-c2c(ssc2=S)C1(C)C
  RNase H inhibition: 10%

Continued.
| mol | RNase H inhibition |
| --- | --- |
| CCOC(=O)c1ccc(-c2ccc(/C=C3/C(=O)NC(=O)N(Cc4ccco4)C3=O)o2)cc1 | 34% |
| CC(=O)Nc1ccc(S(=O)(=O)N(Cc2ccccc2)Cc2ccccc2)cc1 | 17% |
| O=C(Oc1ccc(Cl)cc1)c1ccccc1 | 28% |
| Cc1ccc(/C=N\Nc2nc(N3CCCCC3)nc(N3CCCCC3)n2)o1 | 5% |
| COc1ccc(N2C(=O)/C(=C\c3ccc(OC)c4ccccc34)C(=O)NC2=S)cc1 | 28% |
| CCOc1ccc(C(=O)Nc2cc(=O)n(C)c(=O)n2C)cc1 | 5% |
| CC(C)c1cc(C(C)C)c(S(=O)(=O)Nc2ccc(S(N)(=O)=O)cc2)c(C(C)C)c1 | 0% |
| COc1cc(NC(=O)C(Cl)Cl)c(OC)cc1Cl | 5% |
| Cc1ccc(NS(=O)(=O)c2cc(Cl)ccc2Cl)c(Br)c1 | 51%* |
| COc1ccc(C(c2c(C)[nH]c3ccccc23)c2c(C)[nH]c3ccccc23)cc1OC | 7% |
| Cc1ccc(/C(N)=N/OC(=O)COc2ccc3ccccc3c2)cc1 | 15% |
| Cc1ccc(/C=N\NC(=O)C(O)(c2ccccc2)c2ccccc2)o1 | 19% |
| COc1ccc(C(NC(=O)CC(C)C)NC(=O)CC(C)C)cc1 | 0% |
| CCOc1cccc2sc(NC(=O)CC)nc12 | 0% |
| Cc1ccc(-c2csc(NC(=O)c3ccc(Cl)cc3[N+](=O)[O-])n2)c(C)c1 | 10% |
| Cc1ccc(N=C2NC(=O)/C(=C/c3cccc(Br)c3)S2)cc1Cl | 40% |
| COc1ccc2nc(SCC(=O)Nc3ccc4c(c3)C(=O)c3ccccc3C4=O)[nH]c2c1 | 15% |
| Cc1ccc(C(=O)N/N=C/c2nc3ccccc3n2C)cc1 | 1% |
| C(=N\c1nc2ccccc2n1Cc1ccccc1)/c1cccs1 | 20% |
| CCOc1ccc(-c2csc(/C(C#N)=C/c3ccc(C)cc3)n2)cc1 | 8% |
